RUNX1 CBFb-SMMHC – inhibitors of RUNX1 Runt–CBFb-SMMHC binding, biochemical, TR-FRET (AID 1438) | TR-FRET Runt domain–CBFb-SMMHC binding, biochemical; higher % means a stronger effect | one-dose inhibition, % at 20 µM; IC50 in µM for titrated hits | 2,200 compounds, 2% hits; in the data active = inhibition from about 52%, or a potency from the dose series; inactive = the rest, 99 in 100 with inhibition below about 48%
An asterisk follows results filed as active. Only part of the results is shown. The share of hits here may be higher or lower than overall.

item | smiles | RUNX1 CBFb-SMMHC
1 | CCCn1c(C)cc(C(=O)CN2C(=O)c3cccc(N)c3C2=O)c1C | 35%
2 | CSC(=S)N/N=C/c1ccc(N(C)C)cc1 | 21%
3 | CC(=O)NNc1cc(N2CCOCC2)nc(N2CCOCC2)n1 | -35%
4 | CCCn1nc(NC(=O)c2cccs2)c2cc3cccc(C)c3nc21 | -3%
5 | COc1cc(/C=C(\C#N)c2nc3ccccc3[nH]2)cc(Br)c1OCc1ccc(F)cc1 | 5%
6 | O=c1[nH]c2cc3c(cc2cc1CN(Cc1nnnn1CC1CCCO1)C1CCCCC1)OCO3 (configuration not stated) | 30%
7 | O=C(Nc1ccc(-c2nc3ccccc3s2)c(O)c1)C1=COCCO1 | 13%
8 | COc1ccc(CNC(=O)c2cc3c(=O)n4ccccc4nc3n(Cc3cccnc3)c2=N)cc1 | 29%
9 | Cc1cc(C(=O)O)ccc1-c1ccc(/C=C2\NC(=O)N(Cc3ccc(F)cc3)C2=O)o1 | 0%
10 | Cc1ccc2nc3c(cc2c1)c(NC(=O)c1ccco1)nn3CC(C)C | -6%
11 | Cc1ccc(S(=O)(=O)c2c(N)n(NC(=O)C3CC3)c3nc4ccccc4nc23)cc1 | 36%
12 | Cc1ccc2c(c1)sc(C)[n+]2CCCS(=O)(=O)[O-] | -8%
13 | COc1ccc(-c2cc(-c3ccc(N)cc3)nc(N)c2C#N)cc1OC | -10%
14 | CCN(CC)c1ccc2ccc(=O)oc2c1 | -9%
15 | COCCCNC(=O)c1c(NC(=O)c2ccccc2Cl)n(Cc2ccccc2)c2nc3ccccc3nc12 | -14%
16 | COc1cc2cc(C(N)=O)c(N)nc2cc1OC | 22%
17 | COc1ccccc1N1C(=O)C=C(Sc2nc(C)cc(C)n2)C1=O | -8%
18 | Cc1c(CCC(=O)O)c(=O)oc2cc(O)ccc12 | 9%
19 | CCn1c(=N)c(S(=O)(=O)c2ccccc2)cc2c(=O)n3ccccc3nc21 | -20%
20 | COCCCn1c(=N)c(C(=O)NCc2ccc3c(c2)OCO3)cc2c(=O)n3ccccc3nc21 | 7%

Laid out differently: two of the compounds above
#11 Cc1ccc(S(=O)(=O)c2c(N)n(NC(=O)C3CC3)c3nc4ccccc4nc23)cc1
- RUNX1 CBFb-SMMHC: 36%

#12 Cc1ccc2c(c1)sc(C)[n+]2CCCS(=O)(=O)[O-]
- RUNX1 CBFb-SMMHC: -8%

New compounds follow
item | smiles | RUNX1 CBFb-SMMHC
21 | O=CN(/C=C1\Sc2ccccc2C1=O)Cc1ccccc1 | 3%
22 | CCCCCCc1cc2cc(-c3nnc(-c4cc(OC)c(OC)c(OC)c4)o3)c(=O)oc2cc1O | 20%
23 | CC(C)(C)c1ccc(C(=O)NCCn2c(N)c(C#N)c3nc4ccccc4nc32)cc1 | 39%
24 | COc1ccccc1N1C(=O)C2C(C(=O)c3ccccc3)=NN(c3ccc(Br)cc3)C2C1=O (configuration not stated) | -29%
25 | O=S(=O)(Nc1nc2ccccc2nc1-[n+]1cccc(N=C([O-])c2ccccc2Cl)c1)c1ccccc1 | -13%
26 | CC1CC(C)(C)NC(=S)N1CCC(=O)N1CCc2ccccc2C1 (configuration not stated) | -1%
27 | Cc1ccc(S(=O)(=O)NCC(=O)NC2CCCC2)cc1 | -18%
28 | Nc1cccc2c1C(=O)N(CC(=O)NC13CC4CC(CC(C4)C1)C3)C2=O | -2%
29 | O=S(=O)(Nc1nc2ccccc2nc1N1CCN(c2ccccn2)CC1)c1ccc(Cl)cc1 | 11%
30 | COCC(C)OC(=O)c1c(N)n(CCCN2CCOCC2)c2nc3ccccc3nc12 (configuration not stated) | 7%
31 | CN1CCc2c(sc3c2C(=O)NC(c2cn(Cc4ccccc4)c4ccccc24)N3)C1 (configuration not stated) | -13%
32 | COc1cc(C2C3=C(CC(C)(C)CC3=O)Nc3c2c(=O)[nH]c(=O)n3Cc2ccccc2)ccc1O (configuration not stated) | 16%

A draw from above in order of count of non-hydrogen atoms, ascending:
item | smiles | RUNX1 CBFb-SMMHC
28 | Nc1cccc2c1C(=O)N(CC(=O)NC13CC4CC(CC(C4)C1)C3)C2=O | -2%
24 | COc1ccccc1N1C(=O)C2C(C(=O)c3ccccc3)=NN(c3ccc(Br)cc3)C2C1=O (configuration not stated) | -29%
32 | COc1cc(C2C3=C(CC(C)(C)CC3=O)Nc3c2c(=O)[nH]c(=O)n3Cc2ccccc2)ccc1O (configuration not stated) | 16%
25 | O=S(=O)(Nc1nc2ccccc2nc1-[n+]1cccc(N=C([O-])c2ccccc2Cl)c1)c1ccccc1 | -13%

Retrieved by compound from above:
item | smiles | RUNX1 CBFb-SMMHC
24 | COc1ccccc1N1C(=O)C2C(C(=O)c3ccccc3)=NN(c3ccc(Br)cc3)C2C1=O (configuration not stated) | -29%
28 | Nc1cccc2c1C(=O)N(CC(=O)NC13CC4CC(CC(C4)C1)C3)C2=O | -2%
25 | O=S(=O)(Nc1nc2ccccc2nc1-[n+]1cccc(N=C([O-])c2ccccc2Cl)c1)c1ccccc1 | -13%
21 | O=CN(/C=C1\Sc2ccccc2C1=O)Cc1ccccc1 | 3%

Screening data (PubChem)
